Source: PubChem (several laboratories)
M18AAP inhibitor: PfM18AAP inhibitors, malaria aminopeptidase, primary screen, biochemical, QFRET, recombinant enzyme; H-Glu-NHMec fluorogenic cleavage; AID 1822, 2009; M18 aspartyl aminopeptidase (Plasmodium falciparum 3D7); 290,000 tested, 1.2% active; inhibition, % at 7.35 µM;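 active = inhibition above the campaign mean inhibition over all tested compounds plus 3 SD, cut at about 28% in these data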;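 note: 0% = plate median of test compound wells and 100% = 2 mM ZnCl2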
pCIP destab: p/CIP-EGFP fusion destabilizers, primary screen, fluorescence, F442A cells. Q05BA5. 16 h. decrease of EGFP signal, % at 10 µM. 290,000 tested, 0.01% active;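 active = EGFP signal decrease of at least 30% at 10 µM or well 3 SD below plate mean, unless failing retest; inactive = the rest, including hits failing retest or dose response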; note: some compounds called inactive have numbers as strong as hits; many of its hits are not listed in these tables
VIM-2 inhibitor: VIM-2 metallo-beta-lactamase inhibitors, primary screen, biochemical, epi-absorbance readout, Pseudomonas aeruginosa enzyme. purified VIM-2, nitrocefin hydrolysis, epi-absorbance fluorescence. inhibition, % at 5.6 µM. 290,000 tested, 0.89% active. AID 1527, 2009;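 active = inhibition above the mean of all tested compounds plus 3 SD, cutoff set per screening run, cut at about 7.5% in these data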;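 note: red hydrolysis product quenches plate fluorescence so inhibitors raise well fluorescence; 0% = enzyme with DMSO and 100% = DMSO without enzyme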
GPR7 antagonist: GPR7 receptor antagonists, primary screen, cell-based, fluorescence, single concentration; GPR7-expressing cells, fluorescence antagonist assay; inhibition, % at 4.4 µM; 290,000 tested, 1.1% active; Neuropeptides B/W receptor type 1 (Homo sapiens), P48145; AID 1861, 2009; in the data active = inhibition above about 16%, passing the limit was not always enough;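 note: cells stimulated with the agonist NPW; 0% = agonist with vehicle and 100% = vehicle without agonist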
Target sequence (P48145 whole entry, looked up): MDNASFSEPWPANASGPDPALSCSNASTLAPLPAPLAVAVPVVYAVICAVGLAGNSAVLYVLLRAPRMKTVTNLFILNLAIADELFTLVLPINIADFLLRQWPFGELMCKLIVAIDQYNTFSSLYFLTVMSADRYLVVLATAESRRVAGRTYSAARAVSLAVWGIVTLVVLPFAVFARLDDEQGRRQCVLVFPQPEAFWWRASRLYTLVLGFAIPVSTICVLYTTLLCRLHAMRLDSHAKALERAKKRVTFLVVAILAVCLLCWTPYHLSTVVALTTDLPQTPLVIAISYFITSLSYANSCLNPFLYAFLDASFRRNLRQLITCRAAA
PHOSPHO1 inh: PubChem AID 1565 | Phosphoethanolamine/phosphocholine phosphatase (Homo sapiens), Q8TCT1 | recombinant PHOSPHO1, absorbance phosphatase assay | inhibition, % at 13.3 µM | 290,000 tested, 1.1% active; in the data active = inhibition above about 60%
Target sequence (Q8TCT1 whole entry, looked up): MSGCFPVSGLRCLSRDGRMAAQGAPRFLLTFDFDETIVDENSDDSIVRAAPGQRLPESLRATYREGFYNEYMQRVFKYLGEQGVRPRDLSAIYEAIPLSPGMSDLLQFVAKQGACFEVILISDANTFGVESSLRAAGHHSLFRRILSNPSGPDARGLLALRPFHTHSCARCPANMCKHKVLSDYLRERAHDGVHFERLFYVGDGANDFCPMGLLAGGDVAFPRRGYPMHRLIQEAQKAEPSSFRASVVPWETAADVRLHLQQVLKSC
IMP-1 inhibitor: IMP-1 metallo-beta-lactamase inhibitors, primary screen, biochemical, epi-absorbance readout, Pseudomonas aeruginosa enzyme. 290,000 tested, 0.45% active. AID 1556, 2009. metallo-beta-lactamase IMP-1 (Pseudomonas aeruginosa). inhibition, % at 5.6 µM. purified IMP-1, nitrocefin hydrolysis, epi-absorbance fluorescence;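 active = inhibition above the mean plus 3 SD of all compounds in the same screening run, cut at about 4.5% in these data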;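 note: 0% = IMP-1 with DMSO and 100% = DMSO wells lacking enzyme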
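assay system = purified recombinant IMP-1 metallo-beta-lactamase enzyme | schedule = 15 min preincubation plus 25 min reaction at 25 °C | signal = Epi-absorbance fluorescence, 480 nm excitation, 530 nm emission | read-out basis = percent inhibition from optical density relative to buffer-blank wells | controls = IMP-1 with DMSO as 0%, enzyme-free DMSO as 100%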
IDE cell inh: human IDE inhibitors in live cells, primary screen, fluorescence polarization, HEK cells, FAbetaB substrate. Insulin-degrading enzyme (Homo sapiens), P14735. inhibition, % at 5.59 µM. FAbetaB cleavage. AID 434962, 2010. 320,000 tested, 0.41% active;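 active = percent inhibition above the average of all tested compounds plus 3 SD, set per screening campaign, cut at about 16% in these data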;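 note: IDE supplied by intact live HEK cells; FP after avidin binding of uncleaved biotin substrate so inhibition keeps polarization high; 0% = DMSO wells and 100% = 60 µM reference IDE inhibitor Ii1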
NALP1 inh: NALP1 inflammasome inhibitors in reconstituted yeast, colorimetric, S. cerevisiae, triplicate retest; S. cerevisiae NALP1/ASC/caspase-1 growth, X-gal OD620, 72 h; inhibition, % at 10 µM; 280,000 tested, 0.61% active; AID 2071, 2009; in the data active = inhibition mostly above about 24%, no sharp cut-off; inactive = mostly below about 32%; note: some compounds called inactive have numbers as strong as hits
IDE cell activ: human IDE activators in live cells, primary screen, fluorescence polarization, HEK cells, FAbeta-B substrate | Insulin-degrading enzyme (Homo sapiens), P14735 | FAbeta-B cleavage; 0% vehicle, 100% cell-free pure enzyme wells | 340,000 tested, 0.073% active | activation, % at 5.96 µM;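 active = activation above the mean of all tested compounds plus 3 SD, set per screening campaign, cut at about 17% in these data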
Active calls of the source: *; . = no result given. Compounds as they come. Share with any hit: about 5.3%.

The line under a structure holds: M18AAP inhibitor, pCIP destab, VIM-2 inhibitor, GPR7 antagonist, PHOSPHO1 inh, IMP-1 inhibitor, IDE cell inh, NALP1 inh, IDE cell activ
- Cc1ccc(S(=O)(=O)n2nc(C)c(S(=O)(=O)N3CCOCC3)c2C)cc1
 : 0, -7, -5.8, -2, 9, -2.9, -10, 15, 6
- COc1ccc(NC(=O)CSc2nc3ccncc3[nH]2)c(OC)c1
 : -6, -3, -0.2, -8, 40, -2.5, 0, 0, -4
- CCn1cc(C(=O)N(C)Cc2ccc(OC(F)F)cc2)c(=O)c2ccc(C)nc21
 : -4, -8, -2.5, -16, 37, -3.3, -4, 16, 4
- Cc1cc(C(=O)Cn2nnc(-c3ccc(Cl)cc3)n2)c(C)n1CC1CCCO1 (stereo unspecified)
 : -9, ., -3.2, -8, ., -1.5, -5, ., 6
- O=C(Nc1nc2ccccc2[nH]1)C1CCCO1 (stereo unspecified)
 : 1, -4, -1.9, -9, 5, -4.1, -2, 23, 0
- COc1ccc(/C=N/Nc2ccc([N+](=O)[O-])cc2)cc1Cn1cc([N+](=O)[O-])cn1
 : 11, -16, -1.0, 6, 17, 4.6*, 5, 12, 8
- Clc1ccccc1-c1nc(-c2cccnc2)no1
 : 0, 5, -0.6, -4, -50, -2.9, -2, -7, 1
- O=C(NC1CCCC1)C(c1ccc(F)cc1)N(C(=O)c1csnn1)C1CCCC1 (stereo unspecified)
 : 3, -6, -4.2, -8, 39, -2.6, -1, 3, 2
- CCn1c(SCC(=O)Nc2cc(C)c(Cl)cc2OC)nnc1-c1ccco1
 : -12, 1, 1.3, -3, -15, -1.5, 0, 4, -2
- CC1=NNC(=O)C1C(c1ccccc1)C(C#N)C#N (stereo unspecified)
 : 2, -4, -1.9, -5, 15, -2.3, 3, 17, 2
- COc1cccc(/C=N/Nc2ccc(C(=O)O)cc2)c1O
 : -5, 10, -0.2, -9, -4, -1.5, 2, 3, 1
- CCCSCCCNC(=O)Cn1nc(CC)n2c(cc3c(OC)cccc32)c1=O
 : -2, -2, -0.3, -1, ., 9.1*, 1, -3, 1
- O=C(NCc1ccccc1F)C1CCCN1C(=O)NCc1ccccc1 (stereo unspecified)
 : -5, -7, 1.0, 6, -4, -0.7, -1, 25, 6
- O=C1NC(=S)SC1=C1CCCCCC1
 : 11, -19, -4.3, -9, 84*, -3.2, 2, -17, -1
- CCOC(=O)N1CCC(NC(=O)CS(=O)Cc2nc(-c3ccc(C)cc3)oc2C)CC1 (stereo unspecified)
 : 1, -2, -1.0, 2, -4, -0.9, 9, 11, -2
- COc1ccccc1N1CCN(C(=O)Cn2ncc3c([nH]c4ccccc43)c2=O)CC1
 : 2, 2, -0.4, -8, 43, -2.0, -1, 6, 7
- Cn1c2c(c(=O)n(C)c1=O)CN(Cc1ccco1)CN2
 : -2, -3, 0.0, -8, -8, -0.5, 8, 2, -2
- O=C(CSc1nc2ccccc2o1)Nc1ccccc1N1CCOCC1
 : 2, -3, -2.3, 3, 3, -3.9, -6, 9, -2
- COc1cccc(-c2nc(CS(=O)(=O)CC(=O)Nc3ccccc3Cl)c(C)o2)c1
 : -11, -6, 1.0, -4, 9, -0.2, 1, 14, -6
- CCOCCCNC(=O)CCc1ccc(S(=O)(=O)Nc2ccc(C)cc2)cc1
 : -7, -7, -0.4, -10, 25, -1.9, 1, 2, 3
- NC(=O)CC[C@H](NC(=O)c1ccc(F)cc1)C(=O)OCC(=O)Nc1c(F)c(F)c(F)c(F)c1F
 : -9, -9, 0.7, -1, 4, -0.1, 5, 16, 2
- c1coc(-c2nnc3sc(-c4cccs4)nn23)c1
 : -2, -10, 7.9*, -2, -52, -0.4, 1, -7, -4
- Cc1cccc(-n2c(=O)[nH]c3c(C(N)=O)nc(CC(C)C)nc32)c1
 : 15, 6, 1.4, 6, -6, 1.2, 4, 13, 7
- CCOCCCN(C(=O)c1ccco1)C(C(=O)NC1CCCC1)c1ccc(OC)cc1 (stereo unspecified)
 : -2, 5, -1.7, -2, 31, -2.0, ., 5, 8
- CN(c1ccccc1)S(=O)(=O)c1cccc(NC(=O)CSc2nnc(N)s2)c1
 : 13, 6, -1.0, -1, -24, -5.0, 0, 16, -2
- O=C(/C=C/c1ccco1)Nc1nc(-c2ccccn2)cs1
 : 5, 1, -1.3, -7, 8, -0.2, 0, -4, -7
- Cc1cc(N/N=C/c2ccc(O)cc2O)nc(-c2ccccc2O)n1
 : 52*, 22, -2.8, -1, 7, -2.4, -6, -4, -2
- CCN(c1ccccc1C)S(=O)(=O)c1cc2c3c(c1)CCC(=O)N3CCC2
 : 2, -3, -1.6, -2, 24, -1.9, 2, 25, 4
- COc1ccccc1NC(=O)c1cc2c(CO)cnc(C)c2oc1=Nc1ccc(OC)c(OC)c1
 : -2, -13, 0.3, -15, 16, -1.6, 0, 19, 5
- COCCNC(=S)N1CCN(C(c2ccccc2)c2ccccc2)CC1
 : -1, -5, 2.1, -2, 6, 0.7, ., 10, 4
- COc1ccc(NC(=O)CCN2C(=O)c3ccc([N+](=O)[O-])cc3C2=O)c(OC)c1
 : 0, -14, 0.3, -1, -11, -0.8, 1, 20, 3
- Cn1c(SCC(=O)Nc2cccc(S(=O)(=O)NC3=NCCCCC3)c2)nnc1-c1ccncc1
 : 3, 24, -2.2, -10, -4, -2.7, 10, -1, 0
- CC(Sc1nc2ccccc2c(=O)n1CCc1ccc(S(N)(=O)=O)cc1)C(=O)NC(N)=O (stereo unspecified)
 : -4, -10, -0.2, 3, 8, 0.8, -1, 8, -3
- CCCc1c(C(=O)Nc2ccc(F)cc2C)cnn1-c1ccccc1
 : 6, -22, -3.7, -13, -1, -2.6, 10, 0, 4
- CCc1nc2sc3ccccc3c(=O)c2c(=O)n1Cc1ccc(OC)cc1
 : 5, 0, -2.1, -19, 51, -2.0, 1, ., -7
- Cc1ccccc1OCc1occc1C(=O)Nc1cccc(-n2cnnn2)c1
 : -3, -2, -1.1, 0, 32, -1.4, 0, 18, 2
- COC(=O)Cn1c(=O)c2c(nc3n2CC(C)CN3CCc2ccccc2)n(C)c1=O (stereo unspecified)
 : -2, 1, 1.1, 3, 32, -2.6, ., -6, 1
- COc1ccc(CNC(=O)CCc2nc(-c3ccccc3F)no2)c(OC)c1
 : 4, -5, -1.6, 2, 4, -1.2, 1, 12, 5
- Cc1cccc(OCC(=O)NNC(=O)CCCCC(=O)NNC(=O)COc2cccc(C)c2)c1
 : -7, -6, -8.0, -7, 3, -2.7, ., 14, 1
- O=C1c2ccccc2C(=O)N1CCCOc1ccccc1
 : 3, -14, -2.6, -1, 4, -3.0, 7, 12, 0
- C=C(C)COc1ccc(-c2[nH]ncc2-c2ccc(OC)cc2)c(O)c1
 : -4, -6, -1.9, 1, 32, -3.0, -3, ., 7
- COc1ccc(C2CC(C(F)(F)F)n3nc(C(=O)O)cc3N2)cc1OC (stereo unspecified)
 : 1, 3, -0.8, 13, 21, -2.3, 3, 1, 7
- COc1ccc(OC)c2c(C)cc(N3CCN(C(=O)c4ccc(F)cc4)CC3)nc12
 : -7, -6, 0.1, -19, -89, -1.3, 4, 17, -2
- Cc1ccc(-n2ncc3c2CCCC3NC(=O)CCc2cnccn2)cc1C (stereo unspecified)
 : -1, 4, -0.6, 6, -24, -1.7, 3, -6, 4
- O=S(=O)(c1ccc2c(c1)OCCO2)N1CCC(n2nnc3cc(C(F)(F)F)ccc32)CC1
 : -4, -21, 0.0, 8, -10, 6.9*, -3, 6, -1

Only VIM-2 inhibitor (seven entries from above):
SMILES | VIM-2 inhibitor
CCc1nc2sc3ccccc3c(=O)c2c(=O)n1Cc1ccc(OC)cc1 | -2.1
Cc1ccccc1OCc1occc1C(=O)Nc1cccc(-n2cnnn2)c1 | -1.1
COC(=O)Cn1c(=O)c2c(nc3n2CC(C)CN3CCc2ccccc2)n(C)c1=O (stereo unspecified) | 1.1
COc1ccc(CNC(=O)CCc2nc(-c3ccccc3F)no2)c(OC)c1 | -1.6
Cc1cccc(OCC(=O)NNC(=O)CCCCC(=O)NNC(=O)COc2cccc(C)c2)c1 | -8.0
O=C1c2ccccc2C(=O)N1CCCOc1ccccc1 | -2.6
C=C(C)COc1ccc(-c2[nH]ncc2-c2ccc(OC)cc2)c(O)c1 | -1.9

Single records, as listed above.
`CCOCCCN(C(=O)c1ccco1)C(C(=O)NC1CCCC1)c1ccc(OC)cc1` (stereo unspecified) as listed: M18AAP inhibitor: -2; pCIP destab: 5; VIM-2 inhibitor: -1.7; GPR7 antagonist: -2; PHOSPHO1 inh: 31; IMP-1 inhibitor: -2.0; IDE cell inh: .; NALP1 inh: 5; IDE cell activ: 8
`COc1ccc(C2CC(C(F)(F)F)n3nc(C(=O)O)cc3N2)cc1OC` (stereo unspecified) as listed: M18AAP inhibitor: 1; pCIP destab: 3; VIM-2 inhibitor: -0.8; GPR7 antagonist: 13; PHOSPHO1 inh: 21; IMP-1 inhibitor: -2.3; IDE cell inh: 3; NALP1 inh: 1; IDE cell activ: 7

Other structures
The line under a structure holds: M18AAP inhibitor, pCIP destab, VIM-2 inhibitor, GPR7 antagonist, PHOSPHO1 inh, IMP-1 inhibitor, IDE cell inh, NALP1 inh, IDE cell activ
- Cc1nc(N2CCN(C(=O)c3cnccn3)CC2)c2c3c(sc2n1)CC(C(C)(C)C)CC3 (stereo unspecified)
 : 1, 1, 1.0, -2, 2, 0.1, 3, 18, 2
- Cn1c(=O)n(C)c2cc(NC(=O)COc3ccc(F)cc3)ccc21
 : -1, 9, -0.8, -1, ., -0.9, 5, -27, 2
- Cc1c(Cl)cccc1NC(=S)NCCN1CCOCC1
 : -5, 1, -2.9, -12, 6, -3.7, -1, 28, -3
- CSc1ccccc1NC(=S)Nc1cc(C)cc(C)c1
 : 2, -13, -2.0, -15, -1, -5.4, 3, 3, 3
- Cc1ccc(C(C)n2cc(C(=O)NCc3ccncc3)nn2)cc1 (stereo unspecified)
 : -11, -6, -1.1, 2, 2, -1.6, 4, -9, 2
- O=C(c1ccc([N+](=O)[O-])o1)N1CCN(Cc2ccccc2)CC1
 : -11, -11, 0.0, 22, 10, -0.5, 1, 17, 0
- CCOCCN(C(=O)c1ccccc1Cl)c1ccccc1
 : -16, -3, -1.4, 2, 11, -2.2, -4, 26, -4
- CCOCC(=O)Nc1c(C(=O)OCC)oc2ccccc12
 : -16, -14, 1.6, -6, -5, -0.7, -2, 1, -1
- CC12CC3CC(C)(C1)CC(C(=O)NNC(=O)c1ccncc1)(C3)C2
 : -13, -12, 0.8, 11, -20, -0.5, -1, -9, -2
- COc1ccc(CCN2C(=O)N(c3ccc(OC)cc3)C(=O)C2CC(=O)Nc2ccc(OC)cc2)cc1 (stereo unspecified)
 : -7, 1, 1.1, -9, 39, 2.0, -3, ., 5
- CC(=O)Nc1ccc(S(=O)(=O)Nc2nc3ccccc3nc2Cl)cc1
 : 2, -9, -0.5, -2, 34, -3.1, -5, 9, 2
